# PAFAH2 inh = PAFAH2 (human) inhibition | Q99487 | recombinant PAFAH2, FP-rhodamine activity probe, fluorescence polarization | inhibition, % at 3.39 µM | actives 0.99% (n = 340,000) | AID 492956;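 active = inhibition above the mean over all tested compounds plus 3 SD, cut at about 30% in these data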;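 also: inhibitors block probe labeling of enzyme so polarization drops; 0% = enzyme with DMSO and 100% = wells lacking PAFAH2 protein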
# LYPLA2 counter = counter-screen for PME1 inhibitors: inhibitors of human LYPLA2; actives 0.38% (n = 320,000); recombinant LYPLA2, FP-Rh probe fluorescence polarization; inhibition, % at 5.9 µM; AID 2177;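 active = inhibition above the screen-wide mean plus 3 SD, limit set per campaign, cut at about 26% in these data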;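 also: 0% = LYPLA2 with DMSO and 100% = wells lacking LYPLA2 enzyme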
# PAFAH1B2 FP inh = inhibitors of human PAFAH1B2; actives 1.2% (n = 340,000); P68402; recombinant PAFAH1B2, FP-rhodamine activity probe, fluorescence polarization; inhibition, % at 3.39 µM;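 active = inhibition above the mean of all tested compounds plus 3 SD, cut at about 24% in these data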;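 also: 0% = enzyme with DMSO and 100% = wells lacking PAFAH1B2; many of its hits are not listed in these tables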
# GSTO1 counter = blocks human GSTO1 in RBBP9 counter-screen. P78417. recombinant GSTO1, activity-based probe fluorescence polarization. inhibition, % at 5.96 µM. actives 1.1% (n = 300,000). AID 1974;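 active = inhibition above the campaign mean inhibition plus 3 SD, cut at about 35% in these data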;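 also: 0% = GSTO1-1 with DMSO and 100% = wells lacking GSTO1-1 enzyme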
# Target sequence (P78417 whole entry, looked up): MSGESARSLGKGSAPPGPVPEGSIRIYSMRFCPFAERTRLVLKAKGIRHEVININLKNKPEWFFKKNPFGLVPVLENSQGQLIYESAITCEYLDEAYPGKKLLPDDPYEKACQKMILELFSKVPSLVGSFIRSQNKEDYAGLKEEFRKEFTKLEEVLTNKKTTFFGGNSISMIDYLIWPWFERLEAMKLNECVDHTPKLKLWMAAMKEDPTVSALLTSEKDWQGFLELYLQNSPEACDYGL
# PREPL inh = inhibitors of human prolyl oligopeptidase-like enzyme PREPL | Q4J6C6 | recombinant PREPL, fluorescence polarization activity-based probe | inhibition, % at 5.96 µM | actives 0.68% (n = 320,000) | AID 2751; in the data active = inhibition above about 43%;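 also: 0% = enzyme with DMSO and 100% = wells lacking enzyme; many of its hits are not listed in these tables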
# Target sequence (Q4J6C6 whole entry, looked up): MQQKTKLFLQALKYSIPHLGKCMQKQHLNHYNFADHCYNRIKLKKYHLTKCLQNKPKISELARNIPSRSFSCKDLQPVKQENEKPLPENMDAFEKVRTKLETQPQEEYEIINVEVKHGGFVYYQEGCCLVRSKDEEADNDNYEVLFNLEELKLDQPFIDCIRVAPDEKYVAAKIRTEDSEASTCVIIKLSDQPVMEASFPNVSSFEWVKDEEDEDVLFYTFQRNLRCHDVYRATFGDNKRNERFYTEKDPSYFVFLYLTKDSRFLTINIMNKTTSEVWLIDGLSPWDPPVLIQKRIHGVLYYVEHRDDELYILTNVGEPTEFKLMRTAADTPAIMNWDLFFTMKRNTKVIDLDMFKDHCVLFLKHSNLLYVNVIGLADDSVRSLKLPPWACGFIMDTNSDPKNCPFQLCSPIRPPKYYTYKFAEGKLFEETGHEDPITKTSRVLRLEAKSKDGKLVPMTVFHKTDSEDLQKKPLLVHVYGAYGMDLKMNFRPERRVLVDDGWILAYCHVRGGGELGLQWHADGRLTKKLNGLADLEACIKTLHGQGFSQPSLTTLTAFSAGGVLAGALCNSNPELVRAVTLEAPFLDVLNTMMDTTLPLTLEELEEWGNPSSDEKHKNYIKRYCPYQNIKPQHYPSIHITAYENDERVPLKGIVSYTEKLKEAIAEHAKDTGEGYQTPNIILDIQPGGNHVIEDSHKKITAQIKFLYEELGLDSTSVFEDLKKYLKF
# PAD4 inh = blocks human protein arginine deiminase 4; Q9UM07; recombinant PAD4, RCA probe fluorescence polarization; inhibition, % at 6.36 µM; actives 0.41% (n = 330,000);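 active = percent inhibition above a cutoff equal to the mean of all tested compounds plus 3 SD, cut at about 15% in these data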;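 also: 0% = PAD4 with RCA probe and DMSO and 100% = probe without PAD4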
# LYPLA1 inh = LYPLA1 (human) inhibition in PME1 counter-screen | AID 2174 | inhibition, % at 5.9 µM | recombinant LYPLA1, FP-Rh probe fluorescence polarization | actives 0.16% (n = 320,000);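 active = inhibition above the mean of all tested compounds plus 3 SD, set per campaign, cut at about 14% in these data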;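 also: inhibitors block serine hydrolase probe labeling of LYPLA1 so polarization falls; 0% = enzyme with DMSO and 100% = wells lacking LYPLA1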
# PAFAH1B3 inh = inhibitors of human PAFAH1B3 | actives 0.28% (n = 340,000) | recombinant PAFAH1B3, FP-rhodamine probe, fluorescence polarization | inhibition, % at 3.39 µM;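 active = inhibition above the screen-wide average of all tested compounds plus 3 SD, cut at about 25% in these data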;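 also: 0% = enzyme with DMSO only and 100% = wells lacking PAFAH1B3 protein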
# pPAFAH inh = inhibitors of human plasma PAF acetylhydrolase (pPAFAH); actives 1.5% (n = 330,000); inhibition, % at 3.39 µM; Q13093; recombinant pPAFAH, FP-rhodamine probe fluorescence polarization;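 active = inhibition above the mean inhibition across the screen plus 3 SD, cut at about 25% in these data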;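 also: inhibitors block binding of the rhodamine activity-based probe so polarization drops; 0% = enzyme with DMSO and 100% = wells lacking pPAFAH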
# An asterisk follows results filed as active; / = no result given. Some of the compounds tested (hit frequency here may not be typical).
# Values run as follows: PAFAH2 inh	LYPLA2 counter	PAFAH1B2 FP inh	GSTO1 counter	PREPL inh	PAD4 inh	LYPLA1 inh	PAFAH1B3 inh	pPAFAH inh
> Nc1c(S(=O)(=O)c2cccs2)c2nc3ccccc3nc2n1CCc1ccccc1
→ /	-4	/	1	5	0	-8	/	1
> C/C(=N\NC(=O)c1ccc2c(c1)OCO2)c1cccnc1
→ -8	-3	-4	4	-4	-4	-4	-3	4
> CCOc1ccc(C2C(C#N)=C(N)Oc3cc(C)oc(=O)c32)cc1 (centres undefined)
→ 4	-3	3	2	-3	-8	-1	5	1
> CC1CCN(C(=O)CCC(=O)Nc2nnc(C(F)(F)F)s2)CC1
→ -2	-2	0	0	-4	-3	-1	7	5
> COC(=O)[C@H](CCSC)NC(=O)Nc1ccc(OC)cc1OC
→ 7	9	-5	-2	10	2	2	2	4
> CCOC(=O)C(NC(=O)c1ccccc1)=C(C)C
→ 5	-1	2	6	9	-5	1	5	3
> COc1ccc(S(=O)(=O)NC(C)C(=O)N2CCCCCC2)cc1 (centres undefined)
→ 9	3	7	-4	17	5	4	2	1
> O=C(COc1ccc(C(=O)c2ccccc2)cc1)Nc1cccnc1
→ 3	-4	4	10	2	-3	-2	6	-1
> Cc1c(Cl)cccc1NC(=O)C1Cc2ccccc2CN1C(=O)c1ccccc1 (centres undefined)
→ -2	-5	1	2	1	-5	-2	10	5
> CCN(CC(=O)Nc1ccc(NC(C)=O)cc1)C(=O)/C=C/c1ccccc1
→ 2	-1	4	-3	-6	-2	0	9	5
> Cc1c(C(=O)NCc2ccccn2)sc2nc(-c3ccc(F)cc3)cn12
→ -5	1	1	1	-19	-2	1	7	1
> Cc1nn(C(C)(C)C)c(OC(=O)c2ccc(Br)o2)c1Sc1ccccc1
→ -1	3	3	0	17	-2	2	6	0
> CCOC(=O)C(Cc1ccccc1)NC(C)=O (centres undefined)
→ -8	-1	-1	6	-2	-1	-2	7	2
> COc1ccc(/C=C(\C#N)C(=O)Nc2cccnc2)cc1
→ -5	-1	0	6	4	1	-3	2	5
> COc1ccccc1NC(=O)NCc1nc(-c2ccc(C(F)(F)F)cc2)no1
→ /	2	/	7	12	-2	-1	/	-1
> CCCCCCC(=O)Nc1nc(C)c(-c2csc(Nc3cc(OC)ccc3OC)n2)s1
→ 16	-2	11	6	12	-3	-13	18	47*
> Cc1cc2cc(CNC(=O)c3ccc(S(=O)(=O)N4CCOCC4)cc3)ccc2[nH]1
→ -4	9	4	1	19	-1	-1	-1	-5
> O=C(NCCN1CCOCC1)c1cccc(S(=O)(=O)N(Cc2ccccc2)c2ccccc2)c1
→ 7	-6	5	10	-8	0	-4	2	4
> Cc1ccc(-c2nn(-c3ccccc3)cc2/C=C(\C#N)c2cccc(C#N)c2)o1
→ 1	7	-1	-2	-6	3	0	-6	4
> CC1Cc2ccccc2N1Cc1nc2cc(C(F)(F)F)ccc2c(=O)[nH]1 (centres undefined)
→ 6	-6	6	-14	13	-12	-5	5	5
> Cc1cc(-c2ccccc2)[nH]c(=O)c1S(=O)(=O)c1ccc(Cl)cc1
→ 0	2	1	-2	-18	-2	0	-5	5
> CN(Cc1ccccc1F)C(=O)CNC(=O)Cc1cccc2ccccc12
→ -1	3	2	2	4	4	2	0	3
> CCn1c(=O)c([N+](=O)[O-])c(N2CCSCC2)c2ccccc21
→ 4	-2	9	-8	10	5	-2	2	-2
> Cc1ccc(-c2nnn(CC(=O)N(Cc3cccs3)C(C(=O)NC3CCCC3)c3ccco3)n2)o1 (centres undefined)
→ 0	2	1	-2	-8	-2	0	1	-2
> COc1ccc(/C=C2\SC(=S)N(CCC(=O)Nc3cccc(C(=O)O)c3)C2=O)cc1OC
→ -1	-5	1	-5	7	3	-2	-3	-14
> CCc1cccc(CC)c1N(COC)C(=O)Cn1c(C(C)O)nc2ccccc21 (centres undefined)
→ -4	3	-3	-3	9	-4	0	0	-1
> CCSc1nnc(Cc2cc(=O)[nH]c(=O)[nH]2)n1-c1ccc(Cl)cc1
→ 7	-3	0	-1	6	2	4	0	-2
> Cc1ccccc1OCC(=O)NC(=S)Nc1ccc(N2CCCC2)cc1
→ 4	-3	1	3	5	1	-3	-3	3
> Cc1ccc(C)c(C(C)NC(=O)c2ccc(Br)o2)c1 (centres undefined)
→ -4	5	3	4	-1	-4	-2	-3	1
> O=C(NCCS(=O)(=O)N1CCN(c2cccc(Cl)c2)CC1)C1CC1
→ 2	1	2	8	-9	-1	-2	-2	5

# pPAFAH inh: what is marked active above
Structure	PAFAH2 inh	PAFAH1B2 FP inh	PREPL inh	PAD4 inh	PAFAH1B3 inh	pPAFAH inh
CCCCCCC(=O)Nc1nc(C)c(-c2csc(Nc3cc(OC)ccc3OC)n2)s1	16	11	12	-3	18	47*

# Continuation.
# Values run as follows: PAFAH2 inh	LYPLA2 counter	PAFAH1B2 FP inh	GSTO1 counter	PREPL inh	PAD4 inh	LYPLA1 inh	PAFAH1B3 inh	pPAFAH inh
> O=C(O)C1=C[C@@H](c2ccccc2)C[C@@H](OCc2ccc(CO)cc2)O1
→ -2	0	1	0	-2	-6	1	1	1
> CC(=O)N1c2ccc(S(=O)(=O)N3CCC(C(=O)Nc4cccc(C)n4)CC3)cc2CC1C (centres undefined)
→ 3	-8	-2	-2	-1	2	-2	4	7
> Cn1c(=O)c2c(nc(NCCNC(=O)c3ccco3)n2Cc2ccccc2Cl)n(C)c1=O
→ 8	3	-2	2	-4	3	-3	6	-3
> COc1ccc(S(=O)(=O)N2CCCCC2)cc1NC(=O)C1CC1
→ 5	0	4	/	13	0	-1	9	-2
> CCc1nnc(NC(=O)C2CC(=O)N(c3ccc(C)cc3)C2)s1 (centres undefined)
→ -2	-1	-4	3	6	0	1	6	6
> COc1ccc(/C=C2\SC(=N)N(c3ccc(F)cc3)C2=O)cc1
→ 2	1	-1	-6	10	0	1	-3	7
> CS(=O)(=O)N(CC(=O)Nc1ccc2c(c1)OCO2)c1ccc(Cl)cc1
→ -5	7	-2	5	-15	-3	5	8	4
> CN(CC(=O)NCc1ccc(F)cc1)S(=O)(=O)c1ccc(Br)s1
→ -17	-2	7	3	-10	6	3	6	0
> CC1CCN(CCCCOc2ccccc2F)CC1
→ -1	0	2	-9	9	0	-3	-5	-1
> C=CCN=C1SC(CC)C(=O)N1S(=O)(=O)c1ccc(C)cc1 (centres undefined)
→ -8	0	-1	-2	8	-5	-1	8	-5
> NS(=O)(=O)c1ccc(CNC(=O)c2ccc(Cl)c([N+](=O)[O-])c2)cc1
→ -3	2	0	10	0	-2	2	2	4
> C=CCN1C(=O)/C(=C\c2ccc(Cl)cc2)N=C1SCC(=O)NCCC
→ 2	-3	-2	0	2	-1	-5	-5	2
> COc1cccc(/C=C/C(=O)OCC(=O)c2c[nH]c3ccccc23)c1
→ 11	-9	5	/	-4	5	-10	9	-3
> COc1cc(/C=C/C(=O)OC(C)C(=O)Nc2c(C)n(C)n(-c3ccccc3)c2=O)ccc1O (centres undefined)
→ 11	-1	3	2	2	6	0	2	2
> Cc1onc(-c2ccccc2Cl)c1C(=O)NCc1cccnc1
→ 2	-4	1	4	9	5	-2	11	-10
> CC(=O)c1oc2ccccc2c1NC(=O)COC(=O)c1ccc(-n2nc(C)cc2C)cc1
→ 2	-4	1	7	-5	-10	2	-4	9
> Nc1ccc(C23CC4CC(CC(CO)(C4)C2)C3)cc1
→ 4	0	1	3	5	-3	1	-5	7
> Cc1cc(NC(=O)CSc2nnc(C(C)N(C)C)n2Cc2ccccc2)no1 (centres undefined)
→ -1	0	0	2	-3	-7	-1	3	3
> CCCN1C(=O)C(NC(C)=O)c2cc(OC)ccc21 (centres undefined)
→ -1	-6	-1	-6	-3	-2	-5	2	1
> O=C(Nc1ccc(NC(=O)C23CC4CC(CC(C4)C2)C3)cn1)c1ccco1
→ -1	-5	12	-9	13	-1	-2	1	0
> COc1ccc(-c2csc(N3CCC(c4ccccc4)C3)n2)cc1 (centres undefined)
→ -7	-2	3	6	-3	0	-4	-4	4
> O=S(=O)(c1cccc2cccc(Cl)c12)N1CCCC1
→ 5	7	6	4	-13	-5	0	2	3
> O=C(C1CCCN(S(=O)(=O)c2cccnc2)C1)N1CCn2c1nc1ccccc12 (centres undefined)
→ -6	-8	-5	-4	0	-5	0	12	-5
> Cc1ccc(N(CC(=O)NC2CCCC2)C(=O)CNC(=O)c2cccs2)c(C)c1
→ -3	-3	-2	-4	-15	4	-2	6	-3
> O=C(O)c1cc(-c2cccs2)nn1-c1ccccc1
→ -3	1	12	-9	2	0	3	7	2
> Fc1ccc(-c2nnc(SCc3ncc(-c4ccccc4)o3)n2CC2CCCO2)cc1 (centres undefined)
→ 2	6	4	2	28	-2	6	4	6
> COc1cc(NC(=O)CCN2CCN(c3ccccc3F)CC2)cc(OC)c1
→ -2	2	1	3	10	-1	0	0	5
> Cc1ccc(CNC(=O)CC(C)S(=O)(=O)c2cc3c(cc2C)NC(=O)CO3)cc1 (centres undefined)
→ -2	2	4	4	-4	-2	7	2	6
> CCOc1ccc(S(=O)(=O)NCCc2cn3ccccc3n2)cc1
→ -5	1	-3	-2	-5	-9	1	-4	4
> COc1ccc(N2CCN(C(=O)CCS(=O)(=O)c3ccc(OC)cc3)CC2)cc1
→ -3	8	-6	5	15	-2	0	0	4
> CCCN(C(=O)c1cccc(S(=O)(=O)N2CCN(Cc3ccccc3)CC2)c1)C1CCS(=O)(=O)C1 (centres undefined)
→ 3	2	-1	-6	2	-2	3	3	1
> COc1ccc(-c2[nH]ncc2CNC(C)CCn2cccn2)cc1F (centres undefined)
→ 4	1	5	-7	1	-2	-1	3	-6
> O=C(NCCC1=CCCCC1)c1ccc(CN2CCOCC2)cc1
→ 8	9	6	1	3	-4	6	0	9
> Cc1ccc(S(=O)(=O)N(C)C)cc1NC(=O)COC(=O)C1=COCCO1
→ 27	-12	1	/	7	4	-2	4	-4
> O=C(Nc1ccc(S(=O)(=O)Nc2nccs2)cc1)c1nn(-c2ccccc2)ccc1=O
→ 24	4	11	14	32	-3	0	9	25*
> COc1ccc(CNC(=O)c2ccc3ccccc3n2)cc1
→ -2	3	-1	0	-10	2	-1	7	3
> Cc1cccc2cc(COC(=O)C3CCCO3)c(=O)[nH]c12 (centres undefined)
→ 16	-4	1	-9	4	1	-1	15	-1
> CC(=O)Nc1cc(-c2ccc(F)cc2)[nH]n1
→ 3	1	1	1	0	2	2	4	4
> CN1C(N)=NC(=O)/C1=C/c1ccc(F)cc1
→ /	4	/	-10	-9	-5	0	/	0
> COc1ccc(NC(=O)CN(c2cc(C)cc(C)c2)S(=O)(=O)c2c(C)n[nH]c2C)cc1
→ 5	4	0	1	-1	-2	3	8	5
> COc1ccc(C(c2nnnn2Cc2cccs2)N2CCN(c3ccccc3F)CC2)cc1 (centres undefined)
→ -2	-4	4	-1	-6	-2	-2	-1	3
> CCOC(=O)c1c(CN2CCN(c3ccccc3)CC2)oc2ccc(O)cc12
→ -7	-2	3	2	12	2	-3	10	-2
> COc1ccc(/C=N\NS(=O)(=O)c2ccc(C)cc2)cc1COc1ccccc1[N+](=O)[O-]
→ -33	-39	0	-11	-12	3	-21	6	3
> CCN(CC)CCOC(=O)c1ccc(NC(=O)c2ccc(Cl)c(S(=O)(=O)N3CCCCCC3)c2)cc1
→ -3	-14	0	-16	-2	1	-23	2	-2
> COc1cccc(Nc2nnc(SCC(=O)N3CCOCC3)s2)c1
→ 0	11	3	6	4	2	0	12	5
> O=C(O)c1cc(S(=O)(=O)N2CCN(c3ccccn3)CC2)ccc1Cl
→ 4	6	6	1	-6	3	4	6	-4
> N#Cc1c(Nc2ccc(F)cc2)sc(C(=O)c2ccc(F)cc2)c1N
→ -10	5	-3	2	8	0	4	9	12
